Screening results (PubChem)
A350 fluor: A350 region autofluorescence. Compound autofluorescence, 340/450 nm, Alexa 350 dye-equivalents; hits give high values. 59,000 tested, 11% active. max dye-equivalent concentration, M. AID 590; in the data active means max dye-equivalent concentration above about 10 nM; inconclusive means mostly about 1.1 nM to 9.6 nM
Pol III holo inh: DNA polymerase III holoenzyme inhibition | reconstituted DNA polymerase III holoenzyme replication, biochemical | Potency, µM (highest dose often 57.1 µM), for the others: at the top dose activity change, negative = inhibition | 71,000 tested, 0.25% active | AID 603; further: potency means the concentration at half of the fitted maximal effect; on the % scale 0 is the no-effect control and ±100 the full control effect
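Reconstituted *E. coli* holoenzyme (0.35 nM Pol III, 1 nM beta, 154 nM SSB, 2 nM primase) was preincubated with compound for 15 min at RT. Synthesis on 1.4 nM ssM13Gori ran 35 min, then was stopped with PicoGreen/EDTA and read as dsDNA fluorescence.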
4MU fluor: compound fluoresces in the 4-MU spectral region; max dye-equivalent concentration, M; AID 589; 59,000 tested, 11% active; compound autofluorescence, 340/450 nm, 4-MU equivalents; hits give high values; in the data active means max dye-equivalent concentration above about 10 nM; inconclusive means mostly about 1.1 nM to 9.6 nM
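Intrinsic fluorescence at 340/450 nm (ex/em) was read after 15 min at room temperature in pH 8.0, 100 mM Tris. Each compound concentration expressed as 4-MU-equivalent concentration from a six-point 4-MU standard series on each plate.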
HBB splicing: hemoglobin beta splicing modulation | HBB splicing reporter cell assay, activation; EGFP reporter with mutant IVS2-654 intron; response scale: normalised to 500 nM splice-correcting PNA | Potency, µM (doses to about 46.1 µM), for inactives: at the highest dose activation, hits mostly activators | 65,000 tested, 0.06% active; further: potency means the concentration at half of the fitted maximal effect; 0% is about no effect
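Compounds were applied for 2 days to HeLa EGFP-654 cells, 500/well in Optimem with 2% FCS. The reporter's EGFP is disrupted by mis-splicing of beta-globin intron IVS2-654. Readout: summed well GFP fluorescence from 488 nm laser scanning; reference was 500 nM antisense […] 654 PNA.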
UbGFP stabilizer: ubiquitin-GFP accumulation via proteasome inhibition; Ubiquitin-GFP reporter cells, proteasome inhibition, GFP fluorescence; response scale: untreated = 0%, 10 µM MG-132 = 100%; Potency, µM (titrated, usually from 45.9 µM), inactives show at the top dose activation (GFP accumulation), most hits filed as activators; 67,000 tested, under 10 active; active means well fitted activation curve with a large enough effect, not every such curve was filed as active; inconclusive means small, poorly fitted or top-dose-only effect, or another doubt; inactive means no such curve, though single readings can be large or run the other way; further: potency means the concentration at half of the fitted maximal effect
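U2OS cells expressing ubiquitin(G76V)-GFP, seeded overnight in 0.5% FBS medium, then treated 4 hr at 37 C across 46 uM to 2.9 nM. GFP-positive cells counted by laser cytometry (488 ex/515 em); %activity scaled between basal and 10 uM MG-132.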
BRCT inh red: disrupts BRCA1 BRCT binding to phosphoprotein, red fluorophore readout. BRCT-phosphopeptide binding, red fluorescence polarization. Potency, µM (top dose mostly 76.9 µM), for the others: at the highest dose activity change, negative = inhibition, hits mostly inhibitors. 75,000 tested, 0.03% active; further: on the % scale 0 is the no-effect control and ±100 the full control effect
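Rhodamine-labelled pBACH1 10-mer (100 nM) bound to BRCT domain (100 nM) at pH 7.3; compounds incubated 12 min room temperature, polarization read. Free peptide defines full inhibition; unlabelled decapeptide titrated as control.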
CRE Fsk mod: modulators of forskolin-stimulated CRE signaling in CHO cells. Potency, µM (highest dose often 38.2 µM), for the others: at the highest dose activity change, negative = inhibition, usual class: activators. 71,000 tested, 2.5% active. CHO CRE-bla reporter (cAMP response element driving beta-lactamase), forskolin EC10, beta-lactamase ratio. AID 662; active means well fitted activation curve with a large enough effect in the signal ratio, with a control signal flat, not every such curve was filed as active; inconclusive means small, poorly fitted or top-dose-only effect, or effect the other way, or a change in a side signal; the % refers to the signal ratio; further: potency means the concentration at half of the fitted maximal effect; % of control where 0% means no effect
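CRE-bla CHO cells stimulated with EC10 NKH 477 (water-soluble forskolin) and compound titrations, 3 h at 37C; beta-lactamase read with CCF4 after 2 h at room temperature. Activity from 460/530 nm emission ratio, AC50 values for positive or negative modulation.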
BRCT inh green: blocks human BRCA1 BRCT binding to phosphopeptide, green readout; P38398; BRCA1 BRCT-phosphopeptide binding, green fluorescence polarization; Potency, µM (titrated, usually from 76.9 µM), for the others: at the top dose activity change, negative = inhibition, hits mostly inhibitors; 75,000 tested, 0.05% active;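 further: potency means the concentration at half of the fitted maximal effect; plate controls were peptide without protein for full effect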
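Fluorescence polarization: His-tagged BRCT (~35 kDa BRCA1 C-terminus, 250 nM) bound to 100 nM fluorescein-labeled phosphorylated 10-aa BACH1 peptide, pH 7.3 phosphate buffer with DTT and Tween 20. Compounds incubated 12 min at room temperature; inhibition read as lowered polarization.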
15-hLO inh: inhibitors of human 15-lipoxygenase (ALOX15); purified 15hLO-1, xylenol orange hydroperoxide absorbance; AID 887; Potency, µM (highest dose often 57.1 µM), inactives show at the highest dose activity change, negative = inhibition, most hits filed as inhibitors; P16050; 74,000 tested, 1.4% active; further: potency means the concentration at half of the fitted maximal effect; on the % scale 0 is the no-effect control and ±100 the full control effect; nearly all actives have a fitted effect of over 55% in size
Target sequence (P16050 whole entry, looked up): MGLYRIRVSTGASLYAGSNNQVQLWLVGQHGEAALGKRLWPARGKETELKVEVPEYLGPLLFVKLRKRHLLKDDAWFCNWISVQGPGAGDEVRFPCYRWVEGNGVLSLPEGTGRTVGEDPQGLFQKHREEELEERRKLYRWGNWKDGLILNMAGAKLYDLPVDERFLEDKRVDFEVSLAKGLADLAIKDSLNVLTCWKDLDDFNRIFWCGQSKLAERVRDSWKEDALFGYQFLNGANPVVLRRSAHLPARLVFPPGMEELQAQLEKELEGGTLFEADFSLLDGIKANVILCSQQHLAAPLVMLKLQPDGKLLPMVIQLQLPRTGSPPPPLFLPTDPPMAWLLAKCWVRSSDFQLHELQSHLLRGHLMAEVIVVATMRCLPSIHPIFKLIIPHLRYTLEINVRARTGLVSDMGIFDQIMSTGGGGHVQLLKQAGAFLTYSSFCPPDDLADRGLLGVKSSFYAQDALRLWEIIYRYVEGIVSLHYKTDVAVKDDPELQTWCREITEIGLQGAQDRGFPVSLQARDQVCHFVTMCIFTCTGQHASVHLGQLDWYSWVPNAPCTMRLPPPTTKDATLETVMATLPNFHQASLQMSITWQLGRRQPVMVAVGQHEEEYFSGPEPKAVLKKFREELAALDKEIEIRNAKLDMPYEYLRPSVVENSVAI
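Quantitative HTS in 25 mM Hepes pH 7.5 containing 0.01% Triton X-100: human 15hLO-1 at 40 nM, arachidonic acid at 50 uM, 6 min turnover. Product quantified via ferrous oxidation/xylenol orange, 573:405 nm absorbance ratio.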
Epigenetic mod: derepresses silenced GFP locus in mouse C127i cells. Potency, µM (doses to about 46.1 µM), without a hit: at the highest dose GFP derepression (activation). mouse C127i GFP locus derepression, cytometry, 30 h. 68,000 tested, 0.09% active; further: % of control where 0% means no effect
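Read-out is the number of GFP-positive cells, scored as fluorescent objects 20 to 120 um wide, reflecting derepression of a silenced CMV-GFP reporter in murine C127i cells after 30 h compound exposure at 37 C.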
Hsp90 Hop PPI: changes Hsp90-Hop TPR2A binding signal, up or down; AlphaScreen TPR2A-His6 binding biotin-Hsp90 C-terminal peptide; Potency, µM (doses to about 57 µM), inactives show at the highest dose activity change, negative = inhibition; 71,000 tested, 0.44% active; AID 595; active means well fitted curve in either direction with a large enough effect; inconclusive means small, poorly fitted or top-dose-only effect, or another doubt; further: potency means the concentration at half of the fitted maximal effect; on the % scale 0 is the no-effect control and ±100 the full control effect; many of its hits are not listed in these tables
The depositor's hits bear a star; i = inactive; ? = inconclusive; · = not tested or not shown; [ ] = another dose, or the depositor's remark. Unless noted, the call rests on the fitted dose curve; in most records, active means well fitted curve in the direction sought with a large enough effect; inconclusive means small, poorly fitted or top-dose-only effect, or another doubt; inactive means no such curve, though single readings can be large; an effect the other way counts as inactive or inconclusive.

SMILES	A350 fluor	Pol III holo inh	4MU fluor	HBB splicing	UbGFP stabilizer	BRCT inh red	CRE Fsk mod	BRCT inh green	15-hLO inh	Epigenetic mod	Hsp90 Hop PPI
O=C(O)CC(c1ccc(Cl)cc1)N1C(=O)CCC1=O (configuration not stated)	i	-8%	i	0.5%	0%	-1.9%	2%	-1.1%	0%	0%	2%
COc1ccc2c(c1)C(=NO)c1cc(OC)ccc1-2	i	-2%	i	-1.1%[0.369 µM]	-8%	-1.2%	12%	-2.8%	-15%	2%	-14%
Cc1ncc(COP(=O)(O)O)c(C)c1O	i	4%[11.4 µM]	i	0.8%[9.22 µM]	-7%[9.17 µM]	0.1%[15.4 µM]	8%[7.6 µM]	-2.2%[15.4 µM]	-1%[11.4 µM]	2%[9.22 µM]	-3%[11 µM]
Cn1c(=O)c2c(SCc3cccnc3)nc(CC(C)(C)C)nc2n(C)c1=O	·	-7%	·	-1.5%	2%	0.2%	?	13%	-8%	·	1%
COc1ccc(Oc2ncc3nc(-c4cn(C)c5ccccc45)c(=O)n(C4CC4)c3n2)cc1	i	-7%	i	1.6%	10%	0.7%	?	-0.7%	1%	-3%[9.22 µM]	-1%
CN1[C@@H](c2ccccc2)CC(=NO)C[C@H]1c1ccccc1	i	2%[11.4 µM]	i	3.4%[9.22 µM]	-8%[9.17 µM]	-0.4%[15.4 µM]	16%[7.6 µM]	1.7%[15.4 µM]	6%[11.4 µM]	0%[9.22 µM]	0%[11 µM]
CCc1[nH]c(C)c(C(C)=O)c1C	i	-9%	i	·	7%	1.2%	-2%	-1.1%	-10%	2%	-4%
COCCOC(=O)c1c(C)oc2ccc(O)c(CN3CCC(C)CC3)c12	i	-10%	i	2.5%	6%	-12%	-7%	18%	-14%	5%	-5%
Fc1cccc2sc(Nc3nnc(-c4ccccc4)o3)nc12	7.5e-08M*	-11%	3.6e-08M*	-0.8%	-1%	-1.7%	?	-0.8%	9%	-2%	5%
COc1cc(OC)c(C2C3=C(CCCC3=O)Nc3nc4ccccc4n32)cc1OC (configuration not stated)	?	2%	?	0.6%	0%	-1.1%	?	0.8%	3%	0%	4%

Three of these compounds, set out differently:
O=C(O)CC(c1ccc(Cl)cc1)N1C(=O)CCC1=O (configuration not stated)
  A350 fluor: i
  Pol III holo inh: -8%
  4MU fluor: i
  HBB splicing: 0.5%
  UbGFP stabilizer: 0%
  BRCT inh red: -1.9%
  CRE Fsk mod: 2%
  BRCT inh green: -1.1%
  15-hLO inh: 0%
  Epigenetic mod: 0%
  Hsp90 Hop PPI: 2%

COc1ccc2c(c1)C(=NO)c1cc(OC)ccc1-2
  A350 fluor: i
  Pol III holo inh: -2%
  4MU fluor: i
  HBB splicing: -1.1%[0.369 µM]
  UbGFP stabilizer: -8%
  BRCT inh red: -1.2%
  CRE Fsk mod: 12%
  BRCT inh green: -2.8%
  15-hLO inh: -15%
  Epigenetic mod: 2%
  Hsp90 Hop PPI: -14%

Cc1ncc(COP(=O)(O)O)c(C)c1O
  A350 fluor: i
  Pol III holo inh: 4%[11.4 µM]
  4MU fluor: i
  HBB splicing: 0.8%[9.22 µM]
  UbGFP stabilizer: -7%[9.17 µM]
  BRCT inh red: 0.1%[15.4 µM]
  CRE Fsk mod: 8%[7.6 µM]
  BRCT inh green: -2.2%[15.4 µM]
  15-hLO inh: -1%[11.4 µM]
  Epigenetic mod: 2%[9.22 µM]
  Hsp90 Hop PPI: -3%[11 µM]

(more compounds)
SMILES	A350 fluor	Pol III holo inh	4MU fluor	HBB splicing	UbGFP stabilizer	BRCT inh red	CRE Fsk mod	BRCT inh green	15-hLO inh	Epigenetic mod	Hsp90 Hop PPI
CCCOc1ccc(C(=O)Nc2ccc(N3CCN(C(C)=O)CC3)cc2)cc1	i	-7%	i	·	-5%	-0.3%	0%	-1.3%	-6%	2%	-2%
CCOC(=O)c1cc(C)n(-n2cnnc2)c1C	i	-5%	i	?	-3%	-0.1%	1%	-2.5%	-1%	6%	-4%
Nc1c(O)cccc1C(=O)C[C@@H](N)C(=O)O	i	-8%[25.6 µM]	i	-0.6%[20.6 µM]	-2%[20.5 µM]	-0.9%[34.4 µM]	-14%[17.1 µM]	0.2%[34.4 µM]	-11%[25.6 µM]	0%[20.6 µM]	-3%[26 µM]
CC(C)(C)CC(C)(C)c1ccc(O)c(C[N+](C)(C)[O-])c1	i	-3%[11.4 µM]	i	-0.2%[9.22 µM]	-5%[9.17 µM]	-1.2%[15.4 µM]	18%[7.6 µM]	0.6%[15.4 µM]	-23%[11.4 µM]	-1%[9.22 µM]	-5%[11 µM]
CCc1ccc(N(CC)c2ncnc3nc[nH]c23)cc1	·	-9%	·	0.3%	-8%	-2.3%	-5%	-1.3%	23%	·	0%
Cc1cc(C)c(C#N)c(SCC(=O)CC(=O)OC(C)C)n1	1.1e-08M*	-7%	?	·	-5%	-0.2%	18%	-2.8%	-3%	0%	3%
O=S(=O)(c1cccc2nsnc12)N1CCOCC1	i	1%	i	0.0%[57.5 µM]	4%	-0.1%	2%	-2.1%	9%	-1%	0%
O=S(=O)(NCCSc1ccc(Cl)cc1)c1ccc2c(c1)OCCO2	i	1%	i	-4.7%[57.5 µM]	1%	1.2%	19%	3.0%	-21%	4%	4%
O=c1[nH]c(-c2ccc(Cl)cc2)nc2c1cnn2-c1ccccc1	2.2e-08M*	-3%	2.1e-08M*	-1.0%	-2%	-3.1%	6%	-2.2%	0%	-2%	1%
c1ccc2sc(-c3ccc4c(c3)OCO4)nc2c1	·	1%	·	-1.5%	26%	0.2%	11%	-0.5%	-5%	0%	14%
CCOC(=O)CCSCC(=O)Nc1nnc(C)s1	·	-7%	·	-1.1%	0%	0.9%	-2%	-0.6%	6%	·	-4%
O=C(CC1CCCCC1)Nc1c2c(nn1-c1ccc(F)cc1)CS(=O)(=O)C2	i	-5%	i	4.6%[0.369 µM]	-7%	0.5%	0%	-3.6%	-2%	2%	-3%
Cc1csc2nc3ccccc3c(=O)n12	3.2e-07M*	-5%	3.2e-07M*	0.4%	4%	1.7%	10µM*	-1.9%	10%	-3%	0%
C=CCNC(=O)C1CC(=O)N(c2ccc(OCC(=O)NCc3ccccc3)cc2)C1 (configuration not stated)	i	-2%	i	-0.9%	1%	0.6%	-5%	0.7%	6%	0%	-3%
Cc1cc(NC(=O)CSc2nnc3c(C)cc4cc(C)c(C)cc4n23)no1	i	-5%	i	-0.2%[57.5 µM]	-3%	0.3%	18%	0.4%	11%	0%	1%
Brc1ccc2[nH]ncc2c1	i	-6%	i	-0.6%	4%	1.6%	-6%	-2.1%	23%	6%	0%
Cc1ccccc1NC(=O)C1CCC(C)(C(=O)O)C1(C)C (configuration not stated)	·	-2%	·	0.1%	4%	0.9%	-3%	-2.6%	-6%	0%	-1%
O=C(CSc1nnc(CCc2nc3ccccc3[nH]2)n1-c1ccccc1)NCc1ccco1	i	-5%	i	-0.1%[57.5 µM]	1%	-0.3%	24%	0.5%	18%	-3%	-4%
CCSC[C@@H](N)C(=O)O	i	11%[11.4 µM]	i	2.0%[9.22 µM]	6%[9.17 µM]	-1.5%[15.4 µM]	9%[7.6 µM]	0.0%[15.4 µM]	0%[11.4 µM]	3%[9.22 µM]	-2%[11 µM]
Cc1cccc(N2CCN(C(=O)C34CC5CC(CC(C5)C3)C4)CC2)c1C	i	-4%	i	-0.4%[57.5 µM]	3%	1.5%	-3%	-2.4%	-11%	0%	0%
Cn1c(=O)c2c(nc(CN3CCC(C(N)=O)CC3)n2CCc2ccccc2)n(C)c1=O	i	8%	i	4.1%	0%	-1.6%	?	-1.0%	3%	2%	-8%
CCOC(=O)c1c(N)sc2c1CCS(=O)(=O)C2	i	-10%	i	0.1%[57.5 µM]	-1%	0.3%	1%	-0.8%	-27%	-2%	-2%
CC(C)COC(=O)N1CC(O)CC1C(=O)O (configuration not stated)	i	-6%	i	·	0%	-1.0%	?	-1.4%	25%	1%	-5%
CCOC(=O)c1cc(C(=O)OCC)c2cc(Br)ccc2n1	i	-1%	i	-1.8%	-2%	-0.1%	?	-2.8%	-18%	-2%	-2%
COc1nc(NC(C)(C)C)nc(Oc2ccc(=O)n(C)n2)n1	·	-6%	·	-1.1%	-9%	-1.0%	8%	-1.0%	4%	1%	-6%
Nc1cnn([C@@H]2O[C@H](CO)[C@@H](O)[C@H]2O)c(=O)n1	·	-8%	·	-0.9%	·	-1.1%	-13%	-5.7%	-2%	·	6%
